# Source: PubChem BioAssay
# M5 ag: human M5 muscarinic receptor agonists, primary screen, CHO-K1 cells, Fluo-8 calcium fluorescence. activation, % at 3 µM. 360,000 compounds, 0.19% hits. CHO-K1 hM5 cells; 0% DMSO wells, 100% maximal acetylcholine response;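 active = activation above the run's mean over test compounds plus 3 SD, cut at about 23% in these data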;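 also: signal is peak over basal fluorescence ratio across the kinetic read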
# M5 PAM: human M5 muscarinic receptor positive allosteric modulators, primary screen, CHO-K1 cells, Fluo-8 calcium fluorescence | activation, % at 3 µM | Muscarinic acetylcholine receptor M5 (Homo sapiens), P08912 | CHO-K1 hM5, ACh EC20 PAM; 0% = ACh EC20, 100% = ACh EC100 | 360,000 compounds, 0.3% hits;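 active = activation above the run cutoff, the mean activation of all test compounds plus 3 SD, cut at about 18% in these data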
#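 Assay system: CHO-K1 hM5 cells. Also added: acetylcholine at EC20 concentration, added after compound. Dosing: 3 µM, single dose. Times: compound preincubation 140 s before EC20 acetylcholine addition. Signal: Fluo-8 calcium fluorescence. Measure: % activation relative to EC20 and EC100 ACh responses. Repeats: singlicate, one well per test compound.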
# CHRM5 antagonist: human M5 muscarinic receptor antagonists, primary screen, CHO cells, Fluo-8 calcium fluorescence | Muscarinic acetylcholine receptor M5 (Homo sapiens), P08912 | CHO-hM5 cells, ACh EC80 | inhibition, % at 3 µM | 360,000 compounds, 0.59% hits | AID 624040, 2012;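 active = inhibition above a per-plate cutoff, the mean of that plate's test compounds plus 3 SD, cut at about 27% in these data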;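 also: 0% = acetylcholine EC80 with DMSO and 100% = DMSO without agonist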
# CHRM1 antagonist: human M1 muscarinic receptor antagonists, primary screen, CHO-K1 cells, Fluo-8 calcium fluorescence, 1536-well; Muscarinic acetylcholine receptor M1 (Homo sapiens), P11229; CHO-K1 hM1, ACh EC80 antagonist; inhibition, % at 3 µM; 360,000 compounds, 1.3% hits; AID 588852, 2011;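 active = percent inhibition above its own plate's cutoff, namely the mean of that plate's compound wells plus 3 SD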;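 also: peak over basal fluorescence ratio during 140 s after agonist addition; 0% = ACh EC80 plus DMSO and 100% = DMSO alone without agonist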
# Target sequence (P11229 whole entry, looked up): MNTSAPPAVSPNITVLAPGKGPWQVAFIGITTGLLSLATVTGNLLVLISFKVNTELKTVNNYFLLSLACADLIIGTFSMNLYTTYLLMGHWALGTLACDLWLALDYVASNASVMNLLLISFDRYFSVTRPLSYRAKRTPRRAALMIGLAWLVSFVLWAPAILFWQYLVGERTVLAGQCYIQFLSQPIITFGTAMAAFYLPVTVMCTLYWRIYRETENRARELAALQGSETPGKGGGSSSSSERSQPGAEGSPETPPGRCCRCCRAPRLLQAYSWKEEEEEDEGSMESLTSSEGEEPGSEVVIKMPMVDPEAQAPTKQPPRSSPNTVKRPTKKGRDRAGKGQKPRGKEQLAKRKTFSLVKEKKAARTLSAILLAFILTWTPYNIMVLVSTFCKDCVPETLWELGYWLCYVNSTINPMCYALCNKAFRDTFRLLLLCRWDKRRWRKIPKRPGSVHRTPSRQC
# CHRM1 PAM: human M1 muscarinic receptor positive allosteric modulators, primary screen, CHO-K1 cells, Fluo-8 calcium fluorescence, 1536-well; activation, % at 3 µM; 360,000 compounds, 0.088% hits; CHO-K1 hM1, ACh EC20; 0% = ACh EC20, 100% = maximal ACh; in the data active = activation above about 19%, passing the limit was not always enough
# M1 ag: human M1 muscarinic receptor agonists, primary screen, Fluo-8 calcium fluorescence, CHO-K1 cells, HTS; AID 588814, 2011; 360,000 compounds, 0.33% hits; activation, % at 3 µM; Muscarinic acetylcholine receptor M1 (Homo sapiens), P11229; CHO-K1 hM1, agonist mode; 0% DMSO, 100% acetylcholine EC100;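 active = activation above the run's mean compound activation plus 3 SD, cut at about 16% in these data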;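 also: peak over basal fluorescence ratio within a 140 s kinetic read after compound addition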
# CHRM4 agonist: human M4 muscarinic receptor agonists, primary screen, CHO-K1 cells, Fluo-8 calcium fluorescence. CHO-K1 hM4/Gqi5; vehicle 0%, full acetylcholine response 100%. 360,000 compounds, 0.14% hits. activation, % at 3 µM;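 active = activation above the run mean over all test wells plus 3 SD, cut at about 32% in these data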;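 also: peak over basal fluorescence ratio per well then scaled between controls; 0% = DMSO wells and 100% = acetylcholine at EC100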
# CHRM4 antagonist: human M4 muscarinic receptor antagonists, primary screen, CHO cells, Fluo-8 calcium fluorescence; Muscarinic acetylcholine receptor M4 (Homo sapiens), P08173; inhibition, % at 3 µM; 360,000 compounds, 0.73% hits; CHO-hM4 cells, ACh EC80;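 active = inhibition above its plate's cutoff, the mean inhibition of sample wells plus 3 SD, cut at about 27% in these data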;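 also: 0% = acetylcholine EC80 with DMSO and 100% = DMSO without agonist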
# TAAR1 agonist: human TAAR1 agonists, primary screen, Fluo-8 calcium fluorescence, CHO RD-HGA16 cells; activation, % at 3 µM; Trace amine-associated receptor 1 (Homo sapiens), Q96RJ0; 360,000 compounds, 0.99% hits; AID 624467, 2012; vehicle wells 0%, saturating PEA agonist 100%;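 active = activation above the mean activation of all test compounds in the run plus 3 SD, cut at about 38% in these data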
# Target sequence (Q96RJ0 whole entry, looked up): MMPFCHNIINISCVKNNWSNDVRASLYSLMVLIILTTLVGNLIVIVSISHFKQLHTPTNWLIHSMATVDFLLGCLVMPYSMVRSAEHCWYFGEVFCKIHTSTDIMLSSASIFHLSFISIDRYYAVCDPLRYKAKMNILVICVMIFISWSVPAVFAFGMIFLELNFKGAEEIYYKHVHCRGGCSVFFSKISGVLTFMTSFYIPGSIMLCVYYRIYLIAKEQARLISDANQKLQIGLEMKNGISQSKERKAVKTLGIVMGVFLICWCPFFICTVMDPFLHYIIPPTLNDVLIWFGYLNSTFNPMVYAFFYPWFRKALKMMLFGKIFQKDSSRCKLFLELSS
#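 Assay system: CHO-derived RD-HGA16 cells with stable Gα16 and human TAAR1; timing: 17-24 h seeding, 75 min 37 °C dye, 30 min RT; read-out: % activation from peak over basal fluorescence ratio, DMSO-to-PEA scaled; measured by: kinetic Fluo-8 calcium fluorescence; benchmarks: low control DMSO, high control PEA (EC100); doses: 3 µM single concentration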
# * marks the source's active call; other numbers are inactive results; nt = no result given.
SMILES,M5 ag,M5 PAM,CHRM5 antagonist,CHRM1 antagonist,CHRM1 PAM,M1 ag,CHRM4 agonist,CHRM4 antagonist,TAAR1 agonist
Cc1nc(C)c(C(=O)N2CCCC(C(=O)c3ccc(Cl)cc3C)C2)s1 (centres undefined),0,-3,0,-1,3,-3,2,-4,0
Cc1ccc(Oc2c(C)nc(-c3ccccc3)[nH]c2=O)cc1,4,-14,13,19,-15,4,11,-2,6
COc1ccc(CCNC(=O)c2ccc(Br)cc2)cc1,-5,4,1,-4,1,-2,1,7,-2
Cc1onc(-c2ccccc2Cl)c1C(=O)NCCN1CCOCC1,-2,-1,10,-10,6,-3,0,-7,2
Cc1cc(C(=O)Nc2ccccc2)oc(=O)c1,-4,-6,13,-6,4,-2,1,-9,2
Oc1ccc(C[C@H]2CN([C@@H](Cc3ccccc3)CN3CCC[C@@H]3CN3C(=S)NC[C@@H]3Cc3ccccc3)C(=S)N2CC2CCCCC2)cc1,1,-5,-5,-7,11,0,0,-1,1
Cc1cc2cccc(C)c2nc1SCC(=O)NC1CCCCC1,-1,2,12,3,1,-2,1,12,1
COc1cc(NC(=O)Nc2ccc3c(c2)OCO3)cc(OC)c1OC,-2,-1,0,-8,11,-3,2,2,4
O=C(OCc1cn([C@@H]2CN(Cc3cccs3)[C@@H](c3ccccc3)C[C@H]2O)nn1)c1ccccc1,1,3,-9,2,6,8,11,-1,6
Cc1ccc(C(=O)COC(=O)c2cc(Cl)ccc2O)cc1[N+](=O)[O-],-3,5,9,-9,9,-2,1,2,-1
COc1ccc(S(=O)(=O)NCCSCc2ccco2)cc1OC,5,-2,-7,-10,3,-4,1,4,-2
CCc1nnc(NC(=O)c2ccc(S(=O)(=O)N(CC)Cc3ccccc3)cc2)o1,5,2,-1,-17,2,2,1,6,19
CC(=O)Nc1c(C)ccc2nsnc12,-2,0,0,6,-4,-3,0,17,4
CS(=O)(=O)c1cccc(-c2nnc(NC(=O)c3ccc(S(=O)(=O)N4CCCC4)cc3)o2)c1,4,5,-4,-11,9,-1,1,6,2
CCCCc1ccc(NC(=O)CSc2nnc(C)c(=O)n2N)cc1,-5,2,2,-14,8,-3,2,-6,3
Cc1cc(C(=O)Cn2cc([N+](=O)[O-])ccc2=O)c(C)n1CC1CCCO1 (centres undefined),0,-1,4,-12,9,-1,0,-4,1
O=C(Nc1ccc(N2CCN(C(=O)c3ccco3)CC2)cc1)c1ccccc1,4,-3,1,5,1,-2,5,-7,1
Cc1ccc(C(=O)Oc2ccc(-c3nccc(-c4ccccn4)n3)cc2)cc1,2,-2,3,-6,6,-3,1,5,11
Cc1cc(C)c(NC(=O)COc2ccc(-n3cnnn3)cc2)c(C)c1,-2,-1,-5,-16,10,-3,3,-9,3
CCCCOc1ccccc1N1CCN(CCCN2C(=O)C3CCCN3C2=O)CC1 (centres undefined),-3,1,6,-13,6,-5,11,-9,8
N#Cc1c(N)nc2c3c(sc(=N)c2c1N)NC(=O)CC3c1ccccc1 (centres undefined),1,-10,1,8,-1,-2,3,-3,10
CN1CCN(NC(=O)c2ccc(Cl)s2)CC1,-20,-4,10,14,-7,-7,0,1,2
O=C1CCC(C(=O)N2CCCC2)CN1Cc1cccc(C(F)(F)F)c1 (centres undefined),-2,2,-4,-10,8,-4,0,0,1
O=[N+]([O-])c1ccc(N2CCOCC2)cc1,0,9,0,-1,0,-1,0,4,2
O=C(NCc1nc2ccccc2[nH]1)C1=C[C@H](c2ccc3c(c2)OCO3)C[C@H](OCc2ccc(CO)cc2)O1,-3,-16,10,7,-2,-10,9,-10,5
C=CCCC(=O)Nc1nc(C)c(-c2csc(Nc3ccccc3OC)n2)s1,-1,-4,6,2,-3,-6,0,4,4
COc1ccc(C(=O)Nc2c(N)nc(SCC(=O)Nc3ccc(NC(C)=O)cc3)[nH]c2=O)cc1OC,-5,-5,20,-13,14,-2,1,-3,0
Cc1cccc(NC(=O)Cc2nnc(NC(=O)Nc3ccccc3F)s2)c1,-1,1,2,-8,5,-5,0,1,31
CC(C)(C)c1ccc(C(=O)NCCC(=O)NNC(=O)COc2ccc(F)cc2)cc1,-1,3,3,-3,6,-4,0,7,6
CCSc1nnc(NC(NC(C)=O)(C(F)(F)F)C(F)(F)F)s1,-6,2,0,2,-2,-12,0,-8,0

# Three compounds from above, sorted by heavy-atom count, ascending:
SMILES,M5 ag,M5 PAM,CHRM5 antagonist,CHRM1 antagonist,CHRM1 PAM,M1 ag,CHRM4 agonist,CHRM4 antagonist,TAAR1 agonist
CCSc1nnc(NC(NC(C)=O)(C(F)(F)F)C(F)(F)F)s1,-6,2,0,2,-2,-12,0,-8,0
CS(=O)(=O)c1cccc(-c2nnc(NC(=O)c3ccc(S(=O)(=O)N4CCCC4)cc3)o2)c1,4,5,-4,-11,9,-1,1,6,2
O=C(NCc1nc2ccccc2[nH]1)C1=C[C@H](c2ccc3c(c2)OCO3)C[C@H](OCc2ccc(CO)cc2)O1,-3,-16,10,7,-2,-10,9,-10,5

# Carrying on.
SMILES,M5 ag,M5 PAM,CHRM5 antagonist,CHRM1 antagonist,CHRM1 PAM,M1 ag,CHRM4 agonist,CHRM4 antagonist,TAAR1 agonist
Cc1nc(-c2ccccc2O)n(S(=O)(=O)N(C)C)n1,-11,-6,-7,-9,5,-4,1,0,15
O=C(N/N=C/C1=Cc2ccccc2OC1)c1ccncc1,4,8,0,-20,13,-2,2,-7,1
Cc1ccc(NC(=O)CCN2C(=O)c3ccccc3C2=O)cc1C,-1,-4,8,7,-2,-5,4,-1,nt
Cc1ccccc1CN1C(=O)CSc2ccc(C(=O)N3CCOCC3)cc21,-7,3,-8,-2,5,-4,1,2,0
CCN(CC)CCNC(=O)c1nn(-c2ccc(C)cc2)c(=O)c2c1c1ccccc1n2C,-11,-6,-2,-10,8,2,1,-5,5
Cc1ccc(NC(=O)C(=O)NCC2CCCO2)cc1C (centres undefined),0,2,4,-7,5,-2,0,2,1
COc1cccc(Oc2nccc(N(C)C)c2C#N)c1,1,5,-4,10,-5,-14,2,-6,2
COc1ccc2cc(-c3[nH]ncc3CNCCn3nc(C)cc3C)ccc2c1,2,1,-4,-12,10,-4,5,3,44*
CC(Oc1ccc2ccccc2c1)C(=O)N/N=C/c1cccnc1 (centres undefined),-1,1,5,-6,5,-3,2,1,3
COc1ccc(Cl)cc1NC(=O)CCN1C(=O)NC(C)(C)C1=O,1,4,0,3,1,5,1,0,1
CC1CC(=O)Nc2ccccc2N1S(=O)(=O)c1ccccc1 (centres undefined),0,-2,5,-13,11,-2,0,-2,2
CCOC(=O)c1cnc(SCC(=O)N2CCN(c3ccccc3)CC2)nc1N,-3,-11,1,-1,-1,-3,3,5,11
Cc1ccc(-c2nc(C=Nc3ccccc3)c(O)o2)cc1,-7,-2,-14,2,-4,-11,2,-5,0
NC(Cc1ccccc1)c1csc(Nc2ccc(C(F)(F)F)cn2)n1 (centres undefined),3,4,-8,3,12,3,8,8,41*
O=C(CCC(=O)Nc1ccccc1)NNC(=O)C(c1ccccc1)c1ccccc1,-1,0,0,-8,12,-7,0,5,-1
CCOC(=O)n1c2ccccc2c(=O)n1CCO,3,-3,5,-8,6,1,0,3,1
Cc1ccc(C(=O)Cn2c(C(=O)OCCO)cc3ccccc32)cc1,-3,2,3,-8,9,-3,3,-1,2
COc1ccc(NC2=NCC(=O)N2c2ccccc2)c(OC)c1,0,6,-3,-31,4,-3,0,-1,4
O=C(O)c1ccccc1COc1ccccc1Cl,0,1,5,-15,9,-5,0,-1,21
COc1cccc(COC(=O)C2CC(=O)N(Cc3ccccc3)C2)c1OC (centres undefined),0,-1,5,-23,19,4,2,-7,1
CC(C)OC(=O)C1C(=O)CC(C)(O)C(C(=O)OC(C)C)C1c1ccc(F)cc1 (centres undefined),0,0,-1,-11,7,-11,2,9,6
COc1ccc(Cc2nnc(SCC(=O)c3ccccc3)o2)cc1,-3,-2,4,-1,4,-2,1,-1,4
CCC(CC)Nc1ccc(C(CC(N)=O)NC(=O)c2ccccc2)cc1[N+](=O)[O-] (centres undefined),0,4,5,-5,10,-7,1,-5,4
CC1CCCN(C(=O)CN2C(=O)NC(C)(c3ccc4ccccc4c3)C2=O)C1 (centres undefined),2,-7,15,2,-3,-2,3,-4,3
Cc1ccc(N(C(=O)c2snc(C(N)=O)c2N)C(C(=O)NC2CCCC2)c2ccco2)cc1 (centres undefined),3,-4,17,-8,16,6,6,-1,4
C=CCc1cc(C=O)cc(OC)c1OCc1ccc(C(=O)O)cc1,-2,18,-9,-2,5,-2,1,-4,8
O=C1CCCN1CC(O)CS(=O)(=O)Cc1ccc(Cl)c(Cl)c1 (centres undefined),-3,-4,5,5,7,-2,0,-8,5
CCCN1CCN(c2ccc([N+](=O)[O-])cc2C#N)CC1,-17,-14,8,3,1,-8,2,-6,3
CCN1CCc2c(sc(NC(=O)COc3ccccc3)c2C(=O)OC)C1,-4,-5,17,-13,5,-3,3,-3,1
C=CCNC(=O)c1cccn1-c1ccsc1C(=O)OC,-1,7,-1,-13,2,-3,0,1,4
Clc1ccc(-n2nnnc2CN2CCCCC2)cc1Cl,-5,-12,19,-6,7,-7,nt,1,11
O=C(NNC(=O)c1nn(-c2ccc(F)cc2)ccc1=O)Nc1cccc(Cl)c1,0,2,5,-27,23,1,0,4,1
CC(=O)Nn1c(COc2ccccc2C)nc2ccccc2c1=O,-2,-12,5,-7,14,-2,2,-4,6
COc1ccc(C2=CSC3=NCCN23)cc1[N+](=O)[O-],-6,-4,-1,-8,1,-11,0,-4,1
COc1ccc(CCNC(=O)Cn2cnc3c(nnn3Cc3ccc(C)cc3)c2=O)cc1OC,-1,-3,5,-4,3,1,1,-2,-1
CN1CCN(CCCNC(=O)C2CCN(c3nnc(-n4cccc4)s3)CC2)CC1,-3,4,-1,-4,6,-4,0,6,6
COc1ccc(CN2CCC(=O)N([C@H](CO)CC(C)C)CC2)cc1OC,2,3,1,-1,5,-3,-1,-29,7
CCN(CC)c1ccc(NC(=O)C2CCCC2)cc1,2,-5,-16,-4,-1,-9,0,-5,1
CCOC(=O)C1=C(CSc2nc(CC)c(C)cc2C#N)OC(N)=C(C#N)C1c1ccccc1 (centres undefined),0,-8,9,-30,-1,-1,4,5,5
COc1ccc2[nH]c(C)c(CCN(Cc3cccs3)C(=S)Nc3ccccc3OC)c2c1,-1,-6,7,-16,7,-3,4,-9,2
O=[N+]([O-])c1ccc2nc(-c3ccccc3)n(OCc3ccc(Cl)cc3)c2c1,1,0,4,-2,1,-4,1,12,14
CCCCCCC1CC(C)(C(=O)CNc2nncs2)OC1=O (centres undefined),-5,-3,0,-11,7,-10,0,2,0

# An excerpt (hit frequency here may not be typical).
